Screening results as filed in PubChem.
M1 antag: blocks human M1 muscarinic receptor | inhibition, % at 3 µM | P11229 | AID 588852 | CHO-K1 hM1, Fluo-8 calcium fluorescence, ACh EC80 antagonist | 1.3% of 360,000 active;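 active = percent inhibition above its own plate's cutoff, namely the mean of that plate's compound wells plus 3 SD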;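 note: peak over basal fluorescence ratio during 140 s after agonist addition; 0% = ACh EC80 plus DMSO and 100% = DMSO alone without agonist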
Target sequence (P11229 whole entry, looked up): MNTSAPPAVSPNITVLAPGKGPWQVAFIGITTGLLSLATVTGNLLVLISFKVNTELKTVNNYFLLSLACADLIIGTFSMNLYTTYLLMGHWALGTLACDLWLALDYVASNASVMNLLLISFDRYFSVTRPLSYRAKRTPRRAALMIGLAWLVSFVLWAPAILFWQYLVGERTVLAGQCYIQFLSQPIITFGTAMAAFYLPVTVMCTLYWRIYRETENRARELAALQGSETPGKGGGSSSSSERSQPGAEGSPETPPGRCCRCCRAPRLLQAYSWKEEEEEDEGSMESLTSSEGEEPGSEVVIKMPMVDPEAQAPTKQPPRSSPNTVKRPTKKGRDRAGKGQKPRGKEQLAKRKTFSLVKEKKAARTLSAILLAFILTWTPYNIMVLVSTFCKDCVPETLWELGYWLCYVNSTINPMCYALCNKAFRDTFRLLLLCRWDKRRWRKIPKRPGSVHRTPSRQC
CHO-K1 Ca PAM: nonselective activator or artifact in parental CHO-K1 calcium assay; ATP EC20, Fluo-8 calcium fluorescence; 0% at ATP EC20, 100% at ATP max; activation, % at 3 µM; 0.02% of 360,000 active; AID 602247;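 active = activation above the run cutoff, the mean activation of all test compounds plus 3 SD, cut at about 40% in these data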;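 note: peak over basal fluorescence ratio in a 140 s read after ATP addition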
CHRM1 PAM: positive allosteric modulators of human M1 muscarinic receptor. P11229. CHO-K1 hM1, Fluo-8 calcium fluorescence, ACh EC20; 0% = ACh EC20, 100% = maximal ACh. activation, % at 3 µM. 0.088% of 360,000 active; in the data active = activation above about 19%, passing the limit was not always enough
CHRM1 agonist: human M1 muscarinic receptor agonism; P11229; CHO-K1 hM1, Fluo-8 calcium fluorescence, agonist mode; 0% DMSO, 100% acetylcholine EC100; activation, % at 3 µM; 0.33% of 360,000 active; AID 588814;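 active = activation above the run's mean compound activation plus 3 SD, cut at about 16% in these data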;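 note: peak over basal fluorescence ratio within a 140 s kinetic read after compound addition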
CHO parental Ca: counter-screen: ATP calcium response change in parental CHO cells; AID 463079; parental CHO-K1, ATP-induced calcium, Fluo-8 fluorescence; inhibition, % at 5.6 µM; 0.63% of 330,000 active;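 active = inhibition above that plate's mean sample inhibition plus 3 SD, cut at about 26% in these data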;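 note: 0% = ATP-challenged DMSO wells and 100% = DMSO wells without ATP; some compounds past the cut are filed as inactive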
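material = parental CHO cells | also added = ATP as calcium-mobilizing challenge | dosing = single point at 5.6 µM | detection = intracellular calcium via Fluo-8 no-wash fluorescent dye | read-out = % inhibition | benchmarks = low control ATP plus DMSO, high control DMSO only | repeats = one well per compound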
CHO-K1 Ca antag: M1 antagonist counterscreen hit in parental CHO-K1 cells. 0.6% of 360,000 active. ATP-induced calcium, Fluo-8 fluorescence. AID 602250. inhibition, % at 3 µM;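 active = inhibition above a per-plate cutoff, the plate's mean sample inhibition plus 3 SD, cut at about 24% in these data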;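 note: 0% = DMSO plus EC80 ATP and 100% = DMSO alone without ATP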
TAAR1 agonist: human TAAR1 agonism; Q96RJ0; CHO RD-HGA16 TAAR1, Fluo-8 calcium fluorescence; vehicle wells 0%, saturating PEA agonist 100%; activation, % at 3 µM; 0.99% of 360,000 active;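 active = activation above the mean activation of all test compounds in the run plus 3 SD, cut at about 38% in these data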
Target sequence (Q96RJ0 whole entry, looked up): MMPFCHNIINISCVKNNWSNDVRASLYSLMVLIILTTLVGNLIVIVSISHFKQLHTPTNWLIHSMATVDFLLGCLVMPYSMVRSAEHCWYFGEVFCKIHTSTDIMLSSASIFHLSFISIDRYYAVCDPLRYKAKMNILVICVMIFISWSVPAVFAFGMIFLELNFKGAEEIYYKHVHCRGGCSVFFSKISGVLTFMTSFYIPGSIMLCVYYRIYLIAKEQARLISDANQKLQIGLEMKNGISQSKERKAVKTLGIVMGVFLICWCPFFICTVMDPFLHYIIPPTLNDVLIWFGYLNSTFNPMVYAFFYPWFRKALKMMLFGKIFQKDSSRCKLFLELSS
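Test system: RD-HGA16 (CHO) cells co-expressing Gα16 and hTAAR1; dosing: one-point dosing at 3 µM (nominal); timing: 17-24 h seeding, 75 min 37 °C dye, 30 min RT; signal: kinetic Fluo-8 calcium fluorescence; read-out basis: % activation relative to PEA EC100 response; controls: DMSO and PEA EC100; replicates: n 1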
M1 ag parental: counter-screen for M1 agonists: effect in parental CHO-K1 cells | activation, % at 3 µM | Fluo-8 calcium fluorescence; scaled to maximal ATP response, vehicle zero | AID 602248 | 0.48% of 360,000 active; in the data active = activation above about 15%;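 note: untransfected CHO-K1 host cells lacking M1 receptor as counterscreen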
TAAR1 antagonist: antagonists of human TAAR1; Q96RJ0; CHO RD-HGA16 TAAR1, Fluo-8 calcium fluorescence, antagonist; inhibition, % at 3 µM; 1.5% of 360,000 active; AID 624466;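 active = inhibition above a per-plate cutoff, the mean inhibition of test compounds on that plate plus 3 SD, cut at about 49% in these data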;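 note: 0% = DMSO plus EC80 beta-PEA response and 100% = DMSO alone without agonist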
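Test system – hTAAR1-expressing CHO RD-HGA16 cells, Gα16-coupled · Also added – β-PEA at EC80 concentration, post-compound challenge · Compound – 3 µM, single point · Incubation – dye loading 75 min at 37 °C, then 30 min room temperature · Measured by – Fluo-8 intracellular calcium dye fluorescence, real-time kinetic reads · Benchmarks – vehicle and agonist controls · Replicates – singlicate, one well per test compound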
* hit, by the source's call; / = not tested or not shown; & = joins results of further samples.

SMILES | M1 antag | CHO-K1 Ca PAM | CHRM1 PAM | CHRM1 agonist | CHO parental Ca | CHO-K1 Ca antag | TAAR1 agonist | M1 ag parental | TAAR1 antagonist
CCCCOc1ccc(C2=CSC3=NCCN23)cc1[N+](=O)[O-] | 59* | 7 | -28 | -9 | -20 | 1 | 1 | 0.0 | 10
COc1ccccc1N=NC1C(=O)N(C(N)=S)N=C1C (stereo not drawn) | -13 | 0 | 7 | -5 | -8 | 3 | 1 | -0.2 | -13
COCCNC(=O)c1ccc2c(=O)n(Cc3ccco3)c(SCC(=O)NC3CCCC3)nc2c1 | -12 | -4 | 3 | -5 | -8 | 1 | 6 | 1.3 | 8
CCC(=O)Nc1cc(C)c(NC(=O)c2ccco2)cn1 | -2 | -3 | -8 | 0 | -4 | -1 | 3 | -0.1 | 5
C=CCn1nnnc1-c1cc(Cl)cc(Cl)c1 | -9 | 8 | 7 | -7 | -14 | -9 | 10 | -0.2 | 0
CCCCNC(=S)NNC(=O)c1csc2c1CCC(C)C2 (stereo not drawn) | -8 | 19 | 5 | -4 | -9 | -39 | 17 | 2.6 | -1
COc1cccc(OCC(O)CN2CCN(c3ccc(Cl)cc3)CC2)c1 (stereo not drawn) | -13 | 15 | 5 | -5 | -7 | -11 | 2 | 8.6 | -15
CC(=O)OCC(=O)Nc1ccc(Cl)cc1Cl | -8 | 25 | 10 | -4 | -2 | -3 | 2 | 0.1 | 2
COc1ccc(C(=O)NC(=S)NNC(=O)c2cnccn2)cc1 | -6 | 18 | 8 | -5 | 0 | -6 | 0 | 0.6 | 3
CC(=O)c1ccc(Cc2ccc(C(C)=O)cc2)cc1 | 0 | 12 | -7 | -6 | 0 | -5 | 2 | 0.8 | -12
COc1cccc(CN(C)CC(=O)NC(=O)NCc2ccco2)c1 | -3 | -1 | 3 | -4 | -33 | -6 | 0 | 0.3 | -6
COc1cccc(C2c3[nH]c4ccccc4c3C[C@H]3C(=O)N(CCCCCO)CC(=O)N23)c1 (stereo partly drawn) | -6 | -8 | 2 | -2 | -15 | -2 | 9 | 2.5 | 0
C=C1C[C@]23C[C@@]1(O)CC[C@H]2[C@@]12C=C[C@H](O)[C@@](C)(C(=O)O1)[C@H]2[C@@H]3C(=O)O | -8&2 | 15&13 | -4&-1 | 0&0 | 4&-3 | -4&-16 | 0&1 | -0.1&0.7 | -10&4
COc1ccc(COc2ccccc2C(N)=O)cc1F | -1 | 9 | 3 | -6 | -3 | -6 | 6 | 0.9 | -20
CC1CC(C)CN(S(=O)(=O)c2ccc(C(=O)OCC(=O)Nc3ccccc3)cc2)C1 (stereo not drawn) | -4 | -11 | 2 | -5 | / | 6 | -1 | 0.4 | 1

Entries of single compounds, quoted from the list. Order of screens: M1 antag, CHO-K1 Ca PAM, CHRM1 PAM, CHRM1 agonist, CHO parental Ca, CHO-K1 Ca antag, TAAR1 agonist, M1 ag parental, TAAR1 antagonist
COc1ccc(C(=O)NC(=S)NNC(=O)c2cnccn2)cc1 in the list: -6, 18, 8, -5, 0, -6, 0, 0.6, 3
COc1ccccc1N=NC1C(=O)N(C(N)=S)N=C1C (stereo not drawn) in the list: -13, 0, 7, -5, -8, 3, 1, -0.2, -13

Other compounds follow.
SMILES | M1 antag | CHO-K1 Ca PAM | CHRM1 PAM | CHRM1 agonist | CHO parental Ca | CHO-K1 Ca antag | TAAR1 agonist | M1 ag parental | TAAR1 antagonist
CCOC(=O)c1cc(S(=O)(=O)N2CCN(C(=O)OCC)CC2)cn1C | -6 | -9 | 13 | -1 | -16 | -1 | -4 | -0.3 | -2
O=c1cc(-c2ccccc2)oc2cccc(O)c12 | -13 | 21 | 5 | -1 | / | -4 | -1 | 1.6 | 8
Cn1c(CNc2ccccc2)cc(=O)n(C)c1=O | -19 | 16 | 11 | -4 | -3 | -12 | 8 | 0.4 | -3
O=S1(=O)N[C@@H](Cc2ccccc2)COc2cccc(N3CCC[C@H]3CO)c21 | / | 20 | / | / | / | -29 | 3 | 1.8 | -4
CC(=O)NC12CC3CC(C1)CC(C(=O)N1CCN(S(=O)(=O)c4cccs4)CC1)(C3)C2 | 4 | 4 | 1 | -2 | -4 | -14 | 1 | 0.1 | -12
COc1ccc(-n2nc(C(=O)NCC(=O)NCc3ccccc3OC)c3ccccc3c2=O)c(OC)c1 | 19 | 10 | -4 | -4 | -1 | -8 | 0 | 5.2 | -3
CC1CCC2C(=O)N(c3cccc(OS(=O)(=O)c4ccccc4)c3)C(=O)C2C1 (stereo not drawn) | 5 | 13 | -4 | -7 | -10 | -1 | 5 | 6.7 | 36
O=C(Nc1ccccc1C(F)(F)F)c1ccsc1 | -1 | -8 | -4 | -4 | 0 | -2 | 0 | -0.2 | -28
Nc1nnc(SCC(=O)Nc2cc(F)ccc2F)s1 | 1 | -16 | 5 | 2 | -11 | 5 | 1 | 0.2 | -13
COc1cc(-c2nnc(SCC(=O)N3CCCC3)o2)cc(OC)c1OC | -17 | 17 | 5 | -6 | -16 | -6 | 5 | 0.6 | -9
Cc1cc(OCc2cc3c(cc2Cl)OCO3)c2c(C)cc(=O)oc2c1 | -5 | 13 | 8 | -6 | -1 | -5 | 4 | 0.3 | 12
CCCc1cc(C(=O)NCCc2ccccc2)no1 | -5 | 11 | -3 | -7 | -2 | 1 | -1 | 0.4 | -21
CCCOc1ccc(C(=O)c2nc3c(n2O)CCCC3)cc1 | 0 | 11 | 3 | -3 | -11 | 0 | 7 | 2.7 | 6
CCN(CC)Cc1c(C(=O)N/N=C/c2cccnc2)nnn1-c1nonc1N | -7 | -3 | -3 | -5 | -5 | -8 | 4 | 0.2 | -13
CSCCC(NS(=O)(=O)c1ccccc1F)C(=O)N1CC=C(c2ccccc2)CC1 (stereo not drawn) | 2 | 8 | -2 | -2 | -12 | -1 | 2 | 2.2 | -14
CC(NC(=O)c1csc2ccccc12)C1CCCO1 (stereo not drawn) | 4 | -7 | -2 | -2 | -4 | 12 | 22 | -0.2 | -5
O=C([C@H](Cc1ccccc1)N1C(=O)c2ccccc2C1=O)N1CCOCC1 | -6 | -1 | 5 | -3 | 2 | -9 | -3 | 0.9 | 8
Cc1ccc(N(C(=O)c2csnn2)C(C(=O)NC2CCCCC2)c2ccccn2)c(C)c1 (stereo not drawn) | 8 | -20 | -3 | 1 | -21 | 3 | 3 | 0.4 | -2
O=C(CN1CCOCC1)Nc1nc2ccc([N+](=O)[O-])cc2s1 | -3 | 3 | 10 | -1 | -13 | 3 | 8 | 0.2 | 2
NC1=NC(=O)C(c2ccccc2)(c2ccccc2)S1 | -2 | 6 | 0 | -1 | / | -5 | 0 | -0.4 | -16
COC(=O)Cc1c(C(=O)OC)nnn1-c1ccc(OC)cc1 | -8 | 11 | 9 | -7 | -3 | -4 | 3 | 0.2 | -4
CNC(=O)c1ccccc1S(=O)c1ccccc1C#N (stereo not drawn) | -8 | -2 | -2 | 1 | 12 | -2 | 15 | 2.0 | -2
O=C(NC(Cc1c[nH]c2ccccc12)C(=O)N/N=C/c1ccc(Br)cc1)c1cccs1 (stereo not drawn) | -1 | 2 | 4 | -3 | 0 | -4 | 7 | 0.3 | 27
Cc1cccc(NC(=O)NNC(=O)c2cc3occc3[nH]2)c1C | -2 | 12 | 4 | -3 | -7 | -8 | 1 | -0.1 | -10
COc1ccc(/C=N/N(C)C2=NS(=O)(=O)c3ccccc32)cc1OC | -13 | 7 | 13 | -5 | 3 | -12 | 8 | 1.2 | 7
O=C(NC1CCCC1)C(c1cccs1)N(Cc1ccco1)C(=O)Cn1nnc(-c2cccs2)n1 (stereo not drawn) | -9 | 11 | 1 | -5 | -24 | 0 | -1 | 1.0 | 14
NS(=O)(=O)c1ccc(NC(=O)CSc2nnc(COc3ccccc3Cl)n2C2CC2)cc1 | -4 | 11 | 6 | -5 | -27 | -6 | -1 | 0.0 | 3
CC(=O)Nc1ccc2c(c1)nc(CCN1CCN(c3ccccn3)CC1)n2C | -3 | 12 | 6 | -6 | / | -10 | 0 | 0.9 | -9
O=[N+]([O-])c1cccc(NC(=S)N2CCc3ccccc32)c1 | -3 | 3 | 0 | -1 | / | -4 | -1 | 3.0 | 0
Cc1cc(Br)cn2c(CC(C)(C)C)c(C3CCCCC3)nc12 | -21 | -7 | 1 | -1 | / | 6 | 0 | -0.6 | 0
Cc1nc(Cl)sc1C(=O)Nc1ccccc1Cl | -13 | 17 | 10 | -3 | 2 | -2 | 1 | 0.3 | -21
CCN(CC)C(=O)CN(Cc1ccccc1)S(=O)(=O)c1ccc(F)cc1 | -6 | -3 | 7 | -5 | -16 | 3 | 2 | 0.6 | 9
O=C(COc1ccccc1)N=C1SC2CS(=O)(=O)CC2N1CCc1ccccc1 (stereo not drawn) | 3 | -7 | 0 | -2 | -6 | -7 | 12 | 0.1 | -37
CCn1c(=O)cc(SCC(=O)Nc2cccnc2)c2ccccc21 | 15 | -9 | -10 | -2 | -4 | 25* | 4 | 1.1 | 18
O=C(Nc1ccc([N+](=O)[O-])cc1)c1cccc(S(=O)(=O)Nc2ccccn2)c1 | -15 | 19 | 9 | -1 | 4 | -29 | 6 | 0.5 | -8
COc1ccc(NC(=O)c2sc3cc(C(F)(F)F)cnc3c2-c2cccs2)cc1 | 4 | 19 | 0 | -2 | -21 | -11 | 3 | -0.4 | 7
COc1ccc(-n2cccc2C=O)cc1 | -8 | 26 | 5 | -5 | 1 | -9 | 7 | 0.8 | -3
COc1ccc(C(=O)NNC(=O)CCc2ccccc2OC)cc1 | 11 | -3 | -3 | -5 | -6 | -16 | -1 | 2.6 | -22
CC(C)N(Cc1ccccc1)C(=S)NCCN1CCOCC1 | -4 | 22 | 16 | -13 | -6 | -1 | 3 | 2.6 | -9
Fc1cccc(Cc2c(-c3ccccc3)nc3c(Cl)cc(C(F)(F)F)cn23)c1 | -20 | 0 | 3 | -1 | / | -11 | 0 | 0.1 | -14
CCOc1ccc(CCNC(=O)Cn2ccc3cc(S(=O)(=O)N4CCCC4)ccc32)cc1 | 0 | -7 | 0 | -4 | -12 | -10 | 2 | 2.1 | -23
COc1cccc(/C=C/C(=O)N2CCN(S(=O)(=O)c3ccccc3)CC2)c1 | -3 | 5 | -1 | -4 | / | -4 | 1 | 1.8 | -16
Cc1c(-c2ccc(Cl)cc2)[n+](=O)c2c(n1[O-])CCCC2 | 0 | 13 | 1 | -4 | -16 | -7 | 1 | -0.2 | -6
Cc1cc(NC(=O)CSc2nnc(-c3ccncc3)n2N)ccc1Br | -4 | -6 | 6 | -5 | -9 | 18 | 35 | 0.7 | 6

An excerpt from above, limited to TAAR1 antagonist and M1 ag parental.
compound	TAAR1 antagonist	M1 ag parental
COc1ccc(-n2cccc2C=O)cc1	-3	0.8
COc1cccc(C2c3[nH]c4ccccc4c3C[C@H]3C(=O)N(CCCCCO)CC(=O)N23)c1 (stereo partly drawn)	0	2.5
COc1cccc(/C=C/C(=O)N2CCN(S(=O)(=O)c3ccccc3)CC2)c1	-16	1.8
